# Assay outcomes from PubChem.
# LANA DNA inh: inhibitors of KSHV C-LANA binding to DNA, primary screen, biochemical, fluorescence polarization, FAM-LBS DNA, MBP-C-LANA, single point; Kaposi's sarcoma herpesvirus LANA C-terminal domain (residues 932-1162) DNA binding; inhibition, % at 9 µM; 0.078% of 340,000 active; AID 504423, 2011;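 active = highest replicate inhibition at or above 60% at 9 µM, even if other replicates fall short; inactive = all replicates below 60% inhibition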;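 note: 0% = neutral control wells and 100% = 4 µM acridine orange control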
# CAL PDZ FP-1: untagged CAL PDZ binding inhibitors, primary screen, biochemical, fluorescence polarization, HTS; Golgi-associated PDZ and coiled-coil motif-containing protein (Homo sapiens), Q9HD26; purified CAL PDZ, TMR-peptide fluorescence polarization, 1 h; inhibition, % at 24.9 µM; 0.92% of 300,000 active; AID 602252, 2012;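 active = mean inhibition of at least 30% with at least half of replicates also reaching 30%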;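 note: 0% = DMSO neutral control and 100% = excess unlabeled competitor peptide PRC23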
# NSD2 inh: NSD2 histone methyltransferase inhibitors, primary screen, biochemical, AlphaScreen, single concentration, set 2 | NSD2 peptide methylation, 120 min | inhibition, % at 12.5 µM | 0.54% of 310,000 active; in the data active = inhibition above about 50%
# Target sequence (O96028 whole entry, looked up): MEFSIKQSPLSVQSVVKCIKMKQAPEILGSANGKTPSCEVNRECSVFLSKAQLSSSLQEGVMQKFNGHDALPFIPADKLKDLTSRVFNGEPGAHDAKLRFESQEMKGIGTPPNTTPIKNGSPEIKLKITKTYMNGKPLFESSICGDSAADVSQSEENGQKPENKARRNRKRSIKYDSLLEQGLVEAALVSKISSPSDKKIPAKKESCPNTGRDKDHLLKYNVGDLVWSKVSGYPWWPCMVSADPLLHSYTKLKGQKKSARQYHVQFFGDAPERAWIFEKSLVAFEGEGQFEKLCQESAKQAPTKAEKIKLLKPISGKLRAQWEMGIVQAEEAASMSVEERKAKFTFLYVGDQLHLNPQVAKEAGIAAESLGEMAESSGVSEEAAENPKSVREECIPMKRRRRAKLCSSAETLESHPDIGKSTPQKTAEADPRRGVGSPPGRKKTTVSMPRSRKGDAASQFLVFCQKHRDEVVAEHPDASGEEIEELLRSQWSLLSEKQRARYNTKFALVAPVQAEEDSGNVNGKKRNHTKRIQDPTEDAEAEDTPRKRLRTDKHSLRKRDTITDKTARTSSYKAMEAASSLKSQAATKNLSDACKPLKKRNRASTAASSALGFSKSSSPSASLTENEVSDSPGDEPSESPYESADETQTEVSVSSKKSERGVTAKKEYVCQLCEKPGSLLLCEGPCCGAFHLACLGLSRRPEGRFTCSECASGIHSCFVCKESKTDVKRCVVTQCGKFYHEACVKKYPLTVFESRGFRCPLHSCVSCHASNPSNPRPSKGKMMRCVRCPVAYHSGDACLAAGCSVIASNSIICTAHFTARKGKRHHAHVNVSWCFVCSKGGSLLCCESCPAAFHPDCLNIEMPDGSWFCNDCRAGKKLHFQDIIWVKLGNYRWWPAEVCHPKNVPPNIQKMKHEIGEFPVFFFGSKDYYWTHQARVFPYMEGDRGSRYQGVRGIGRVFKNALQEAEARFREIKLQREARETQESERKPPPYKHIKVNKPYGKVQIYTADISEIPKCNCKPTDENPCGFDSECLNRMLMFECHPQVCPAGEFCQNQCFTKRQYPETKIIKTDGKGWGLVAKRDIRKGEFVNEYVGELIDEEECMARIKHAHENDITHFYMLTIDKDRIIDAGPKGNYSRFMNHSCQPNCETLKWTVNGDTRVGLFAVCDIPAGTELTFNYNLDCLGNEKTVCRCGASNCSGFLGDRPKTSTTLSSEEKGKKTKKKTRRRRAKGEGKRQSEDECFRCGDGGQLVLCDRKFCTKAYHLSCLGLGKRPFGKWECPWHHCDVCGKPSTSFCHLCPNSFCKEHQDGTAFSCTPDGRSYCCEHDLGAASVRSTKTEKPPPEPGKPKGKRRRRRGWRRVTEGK
# Arr AP2 block: inhibitors of beta-arrestin/AP2 binding, primary screen, biochemical, GPCR trafficking, flow cytometry; inhibition, % at 10 µM; 0.31% of 340,000 active; FITC-arrestin peptide / GST-AP2 beads; AP2 beta2 appendage carries R879A mutation;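 active = inhibition above a set limit, near 3 SD of compounds lacking own fluorescence, cut at about 54% in these data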;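 note: plate controls were DMSO wells for no effect and 5 µM unlabelled arrestin peptide for full effect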
#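 Material – GST-tagged AP2 beta2-adaptin appendage (R879A) on 4 µm glutathione beads · Probe or stimulus – fluorescein-tagged arrestin peptide at 50 nM final · Timing – 12 min plus 1 h, RT · Detection – bead flow cytometry, FITC channel · Read-out basis – inhibition as reduced fluorescein signal on beads, percent · Medium – PBS plus Tween 20 (0.05%) and BSA (0.1%)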
# Keap1-Nrf2 PPI: Keap1-Nrf2 protein-protein interaction inhibitors, primary screen, biochemical, fluorescence polarization, single point. Kelch-like ECH-associated protein 1 (Homo sapiens), Q14145. inhibition, % at 9.4 µM. 0.15% of 340,000 active. Keap1 Kelch-Nrf2 peptide fluorescence polarization, 1536-well; in the data active = inhibition above about 12%;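 note: human Keap1 Kelch domain with fluorescein labeled Nrf2 9mer peptide probe; 0% = neutral control wells and 100% = peptide positive control; higher means more block of Keap1 binding to Nrf2 peptide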
# V-ATPase pH: regulators of yeast V-ATPase proton pumping, primary screen, pHLuorin cytosolic pH fluorescence; S. cerevisiae; response, % at 10 µM; 0.37% of 350,000 active; AID 504577, 2011; in the data active = response mostly above about 7.3%, no sharp cut-off; inactive = mostly below about 5.4%; note: actives read high; inactives centre near 0; some compounds called inactive have numbers as strong as hits
# CAL PDZ FP-2: CAL PDZ peptide-binding inhibitors, primary screen, biochemical, fluorescence polarization, Cer-tagged CAL PDZ, HTS. AID 504414, 2011. purified CAL PDZ, TMR-peptide fluorescence polarization, 1 h. inhibition, % at 20 µM. 0.02% of 330,000 active;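 active = highest replicate inhibition of at least 40%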;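 note: plate controls were DMSO neutral control wells for no effect and unlabeled competitor peptide control wells for full effect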
#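 Test system: purified CerCALP PDZ construct; Compound dosing: one concentration, 20 µM compound; Also added: TMR-labelled reporter peptide T*-PRC34 bound in PDZ groove; Read-out: inhibition from polarization loss; Controls: unlabelled peptide and DMSO controls; Signal: FP readout, S and P plane fluorescence; Incubation: 1 h at RT.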
# Cardiac RTF inh: cardiac RTF calcium sensitivity inhibitors, primary screen, biochemical, IANBD-TnC fluorescence, EC70 calcium; inhibition, % at 7.15 µM; 0.12% of 340,000 active; IANBD-labeled cardiac RTF, Ca2+ fluorescence; AID 493244, 2011;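 active = inhibition above the mean inhibition of all tested compounds plus 3 SD, cut at about 17% in these data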;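 note: assay run at fixed EC70 calcium of 1.6 mM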
# DAGLB inhibitor: DAGLB lipase inhibitors, primary screen, biochemical, fluorescence, HTS. HEK293T DAGLB membrane lysate, EnzChek fluorogenic substrate. inhibition, % at 5.17 µM. 0.059% of 340,000 active; in the data active = inhibition above about 34%;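 note: 0% = enzyme with vehicle and 100% = wells lacking enzyme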
# DSG3 Ab inh: inhibitors of pemphigus antibody binding to DSG3, primary screen, biochemical, bead-based, flow cytometry, scFv-GFP. DSG3-coupled beads, scFv-anti-DSG3-GFP binding; stronger effect = lower value. binding (percent of control), % at 10 µM. 0.48% of 310,000 active. Desmoglein-3 (Homo sapiens), P32926. AID 588358, 2011;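 active = binding more than 3 SD below its plate's average and above zero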;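 note: hits lower antibody fragment binding to DSG3; some compounds called inactive have numbers as strong as hits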
# The depositor's hits bear a star; nt = no result given.
SMILES,LANA DNA inh,CAL PDZ FP-1,NSD2 inh,Arr AP2 block,Keap1-Nrf2 PPI,V-ATPase pH,CAL PDZ FP-2,Cardiac RTF inh,DAGLB inhibitor,DSG3 Ab inh
O=C(NCc1ccc2c(c1)OCO2)C(C(=O)c1ccccc1)n1cc(Cl)ccc1=O (stereo not given),0.0,0,1,27,0,0,-0.4,-9,-2,95
O=C(O)c1ccccc1C(=O)N1CCN(C(=O)c2ccccc2Cl)CC1,0.0,-2,-1,-6,-3,2,-1.1,-5,2,93
Cc1ccc(NC(=O)CCOc2ccccc2)cc1S(=O)(=O)Nc1ccccc1Cl,-1.7,-4,-3,5,-1,0,-2.7,2,-4,128
O=C1CC(c2ccccc2)CC(O)=C1C=NC1CCCCC1 (stereo not given),-1.2,nt,-1,-9,-4,-2,-3.6,1,-3,107
Cc1onc(-c2c(F)cccc2Cl)c1C(=O)NC1CC1,-1.1,nt,-1,-8,-2,0,0.4,0,2,nt
COc1cc(NC(=O)C[n+]2ccc(C(=O)c3ccccc3)cc2)cc(OC)c1,1.4,-5,7,1,1,0,0.2,4,3,114
O=C1CCC([N+](=O)[O-])C(c2cc(Br)ccc2F)N1 (stereo not given),-1.6,nt,-2,5,6,3,-0.9,-3,-1,110
Nc1nnc(SCC(=O)Nc2ccc(S(=O)(=O)N3CCOCC3)cc2)s1,0.6,nt,-1,-8,5,-4,0.2,0,-2,101
C=C(C)Cn1c(CNC(C)=O)nc2ccccc21,0.1,nt,nt,1,-3,1,0.0,-8,-6,103
CCC(=O)c1ccccc1OCC(=O)Nc1c(C)cccc1C,0.9,-3,-4,11,-1,-3,-1.5,-6,-5,81
Cc1n[nH]c(=O)n1-c1ccc(C(C)C)cc1,-0.4,4,-1,7,-5,-1,-0.4,-4,-1,100
Cn1c(=N)n(CC(O)c2ccco2)c2ccccc21 (stereo not given),2.7,-2,18,0,-4,1,-0.1,-13,-1,108
O=C1NC(=O)/C(=C\c2ccccc2OCc2cccc([N+](=O)[O-])c2)N1,-0.5,nt,nt,21,-1,0,-1.8,-3,1,92
Cc1cccc(C)c1NC(=O)CN1C(=O)C(C)Oc2ccccc21 (stereo not given),1.8,-3,-2,8,-3,-2,-0.5,-6,-1,107
CC1CCN(C(=O)C2CCN(CC(C)c3ccccc3)CC2)CC1 (stereo not given),0.1,1,4,8,-3,-2,0.6,3,1,111
Cc1ccc(CNC(=O)c2cc(=O)c3ccccc3o2)cc1,1.0,-7,12,22,1,1,-0.9,-21,-1,101
COc1cc(OC)nc(Oc2cccc(Cl)c2C)n1,nt,nt,35,5,nt,2,nt,nt,nt,110
O=C(COc1nc2ccccc2nc1N1CCOCC1)N1CCc2ccccc21,-0.3,0,-1,19,-2,-4,-2.6,-5,3,91
O=C(COc1ccc(Cl)cc1Cl)NCC(=O)N/N=C/c1c[nH]c2ccccc12,-1.1,-3,-1,4,-2,-1,-1.5,0,4,92
CCN(C(=O)c1cc(Cl)ccc1Cl)C1CCS(=O)(=O)C1 (stereo not given),0.7,nt,-2,-5,2,0,-0.5,-11,2,91
N#Cc1c(-c2cccc(Br)c2)cc(-c2cccnc2)nc1N,2.0,-8,-2,10,-5,-2,-2.9,0,-2,93
COc1ccc(/C=C/c2noc(-c3ccccc3OC(C)=O)n2)cc1,0.2,87*,0,1,-3,-1,-1.0,-9,-8,113
CSc1ccc(CN2CCC(C(=O)NCc3ccc(C)cc3)CC2)cc1,1.2,-4,7,5,-5,8,0.1,-3,1,106
CCOC(=O)c1c(NC(=O)CN2CCN(c3ccc(Cl)cc3)CC2)sc(C)c1C,-0.9,-1,-2,9,-4,2,-1.4,-1,-2,108
CCC(=O)c1ccc(OCC(=O)OCC(=O)N(CCC#N)c2ccc3c(c2)OCCO3)cc1,-1.5,nt,-1,-16,-3,2,0.7,4,-1,96
CN(C(=O)c1ccccc1Cl)c1ccccc1C(=O)NCc1ccccc1,0.8,3,-1,-10,-4,-1,-2.1,-5,0,104
COCCNC(=O)CCCCCN1C(=O)CCC1=O,0.6,-1,0,8,-1,-3,-0.6,-8,-2,116
COc1ccc(C(C(=O)NC2CCCC2)N(C(=O)c2snc(-c3ccc(F)cc3)c2N)c2ccc(OC)cc2)cc1 (stereo not given),-1.4,-3,-2,-5,0,1,0.0,-13,-7,97
COc1ccc(C(=O)NC(=S)Nc2nc(C)cc(C)n2)cc1Br,nt,nt,-1,-1,nt,-2,nt,nt,nt,108
Cc1cc(C(=O)N2CCN(C(=O)C3CCCO3)CC2)no1 (stereo not given),-1.4,nt,0,5,-1,3,-1.8,-10,-2,102
Cc1c(C#N)c(NC(=O)c2cccc(Cl)c2)n(Cc2ccccc2)c1C,-0.1,0,1,-1,-6,3,-0.2,4,2,100
O=C(c1cccnc1)N(Cc1ccccc1)C(=O)c1cccnc1,2.0,-5,-3,-10,1,3,-1.0,2,1,86
O=C(COc1ccccc1)Nc1nnc(S(=O)(=O)N2CCCC2)s1,-1.5,-2,-3,-6,0,2,-2.1,-5,3,nt
CCCc1nc2ccccc2c2nc(N)nn12,3.4,-2,-1,27,-2,0,-2.1,-11,0,84
CN(CC(=O)Nc1ccc(F)cc1)C(=O)COc1ncnc2ccccc12,0.5,2,3,-1,2,4,-0.4,-8,-1,89
CCCCNc1cc(=O)oc2ccccc12,0.8,-2,3,6,0,2,-3.8,0,0,102
Cc1ccc(S(=O)(=O)/N=C(\Nc2cccc(C)c2)Nc2nc(C)cc(C)n2)cc1,-0.6,-5,-3,6,-3,2,-0.8,5,-2,100
O=C(O)CCC(=O)OCC1CCCO1 (stereo not given),-1.3,-5,1,-4,-3,3,nt,8,2,106
CCOc1ccc(C(=O)c2ccc(OCC)c(N)c2)cc1N,0.4,nt,nt,13,-3,-56,-0.4,-4,1,103
Cn1c(=O)c2c(nc(Sc3nc4ccccc4n3CC(=O)N3CCCCC3)n2C)n(C)c1=O,0.1,-2,2,18,-7,-2,-0.3,-27,1,103
O=C(CSc1nc2ccccc2o1)Nc1ccc(Cl)cc1,1.8,-2,-1,2,5,-1,-2.4,-3,-3,99
Cc1ccc(S(=O)(=O)N2CCN(C(=O)COC(=O)c3ccc(Cl)nc3)CC2)c(C)c1,-0.9,nt,-1,3,-1,-4,-0.7,2,0,85
CC1(c2ccc3c(c2)OCO3)NC(=O)N(CC(=O)Nc2ccccc2[N+](=O)[O-])C1=O (stereo not given),-1.0,46*,0,4,1,1,-0.8,9,-1,120
O=C(Nc1ccc2c(c1)OCCO2)c1cccc(Br)c1,-1.7,-7,25,-12,0,-3,-1.2,-8,-1,117
S=C1NC(c2ccccc2)=NCN1c1ccc(Br)cc1,0.0,-5,-3,16,-3,-3,-1.1,-17,-2,104
COc1ccc(/C=C(\C)C(=O)c2c(C)cc(C)[nH]c2=O)cc1,-0.3,-5,-2,-27,-2,3,0.4,-5,0,nt
Cc1cc(C)n(-c2c(F)c(F)c(CN3CCOCC3)c(F)c2F)n1,-2.3,0,-2,0,3,-2,nt,8,-5,99
CC(=O)N1CCN(c2ccc(NC(=O)c3cccc(F)c3)cc2)CC1,nt,nt,1,nt,nt,-1,nt,nt,-2,96
Cc1cc(C(=O)NP(=O)(N2CCOCC2)N2CCOCC2)c(C)n1-c1ccc(Br)cc1,0.4,-5,-1,-1,0,2,-0.7,-6,-1,95
COc1ccc(-n2nc(C(=O)N(C)C3CCCCC3)c3ccccc3c2=O)c(OC)c1,0.2,-9,3,-7,-6,2,-1.3,-4,-1,nt
O=C(NNC(=O)c1ccccc1[N+](=O)[O-])Nc1ccccc1C(F)(F)F,-0.1,2,-3,20,-4,-1,-0.5,11,3,104
COc1c([N+](=O)[O-])c(=O)oc2ccccc12,-0.1,-2,-2,5,0,-1,0.1,-3,1,115
COc1ccc2c(-c3ccccc3)cc(=S)[nH]c2c1,-1.1,2,-3,-8,-5,-1,0.5,-6,-4,121
C/C(=N\NC(=O)COc1ccc([N+](=O)[O-])cc1)c1ccco1,1.7,-4,3,-4,-3,3,0.1,-5,0,87
C#CCNc1cc(-c2ccccc2)nc2ncnn12,-1.1,0,nt,20,-1,-1,0.1,1,1,103
O=C(c1ccc(CN2CCOCC2)cc1)N1CCN(Cc2ccccc2)CC1,-1.2,1,nt,28,-1,3,-0.1,-2,-2,nt
Nc1nncn1C(=O)c1ccccc1Cl,0.7,0,nt,13,0,-1,-0.1,-1,2,104
C=C(C)CSc1nc2nc(C)cc(C)n2n1,1.3,5,1,-5,-2,-1,-1.9,-8,-3,124
CC1CN(CCOCCSc2ccccc2)CC(C)O1 (stereo not given),-0.9,-4,-5,-4,-2,2,-1.9,-8,-2,90
O=C(O)C1C2CCC(C2)C1C(=O)NCCc1cccc(Cl)c1 (stereo not given),2.7,nt,-3,5,1,2,nt,-4,1,99
COc1ccc(-n2c(=O)[nH]cc(C(=O)Nc3ccc4c(c3)OCCO4)c2=O)cc1OC,-1.5,1,1,-11,-3,-1,-1.1,2,0,98
COc1ccc(-n2c(-c3ccc(Cl)cc3Cl)n[nH]c2=S)c(OC)c1,3.0,1,4,-15,-1,4,-0.3,-15,0,118
Cn1c(SCc2cc(=O)n3cc(Br)ccc3n2)nnc1C1COc2ccccc2O1 (stereo not given),1.4,2,1,3,-2,1,-1.7,-2,0,95

# Not all compounds are listed; the hit share may differ from the screen's.
